PostGolgi ctrl: growth inhibition of yeast control strain, primary screen, counter-screen for post-Golgi transport modulator project; AID 738, 2007; inhibition, % at 10 µM; actives 5% (n = 98,000); efflux-deficient yeast background strain, growth absorbance A615, 16 h
S1P2 antag: human S1P2 receptor antagonists, primary screen, cell-based | cell-based S1P2 antagonist assay, inhibition at 5 uM | inhibition, % at 5 µM | actives 0.21% (n = 97,000); in the data active means inhibition above about 45%;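 further: CRE beta-lactamase reporter cells expressing human S1P2 stimulated with S1P; 0% = agonist at EC80 alone and 100% = agonist plus reference antagonist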
LYP act: LYP phosphatase activators, primary screen, biochemical, DiFMUP fluorescence, 2 µM. activation, % at 2 µM. recombinant LYP; 0 = plate median, 100 = signal doubled. Tyrosine-protein phosphatase non-receptor type 22 (Homo sapiens), Q9Y2R2. actives 0.11% (n = 96,000);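 active means activation at 2 µM above a set limit, the mean plus 5 SD, cut at about 37% in these data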
Target sequence (Q9Y2R2 whole entry, looked up): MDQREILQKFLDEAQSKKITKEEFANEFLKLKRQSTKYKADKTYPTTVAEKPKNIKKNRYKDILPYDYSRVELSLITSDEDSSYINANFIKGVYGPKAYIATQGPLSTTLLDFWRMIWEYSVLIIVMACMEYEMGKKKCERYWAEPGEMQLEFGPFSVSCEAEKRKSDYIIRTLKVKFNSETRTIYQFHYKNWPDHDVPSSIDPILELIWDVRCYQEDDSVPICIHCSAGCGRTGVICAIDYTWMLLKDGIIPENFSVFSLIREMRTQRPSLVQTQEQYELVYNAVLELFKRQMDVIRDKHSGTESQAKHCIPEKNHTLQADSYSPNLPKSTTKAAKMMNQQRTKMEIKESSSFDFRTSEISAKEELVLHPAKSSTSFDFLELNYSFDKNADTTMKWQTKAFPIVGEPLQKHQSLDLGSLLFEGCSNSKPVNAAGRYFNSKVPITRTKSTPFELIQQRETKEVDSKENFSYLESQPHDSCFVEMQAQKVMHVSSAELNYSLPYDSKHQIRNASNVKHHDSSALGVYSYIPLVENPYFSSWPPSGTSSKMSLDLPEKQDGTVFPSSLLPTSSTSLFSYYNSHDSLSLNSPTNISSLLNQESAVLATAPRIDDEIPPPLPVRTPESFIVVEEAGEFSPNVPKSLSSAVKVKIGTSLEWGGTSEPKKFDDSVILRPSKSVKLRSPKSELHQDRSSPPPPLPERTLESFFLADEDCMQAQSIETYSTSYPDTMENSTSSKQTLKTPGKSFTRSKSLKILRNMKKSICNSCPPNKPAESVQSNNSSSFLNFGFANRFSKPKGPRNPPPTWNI
LYP inh 2: PTPN22 phosphatase inhibitors, primary screen, biochemical, DiFMUP fluorescence, 2 µM; actives 0.21% (n = 96,000); inhibition, % at 2 µM; Tyrosine-protein phosphatase non-receptor type 22 (Homo sapiens), Q9Y2R2; recombinant LYP catalytic domain;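 active means inhibition at 2 µM at or above a set limit, the screen mean plus 3 SD, cut at about 24% in these data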;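 further: 0% = DMSO with enzyme and 100% = enzyme fully blocked by orthovanadate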
PostGolgi yeast: phenotypic screen on post-Golgi transport, primary screen; post-Golgi transport phenotypic cell assay; inhibition, % at 10 µM; actives 0.9% (n = 98,000);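 further: yeast cells grown in 1536-well plates; yeast grown about 18 h at 30C before absorbance read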
FAK inh: FAK kinase inhibitors, primary screen, biochemical. Focal adhesion kinase 1 (Homo sapiens), Q05397. biochemical FAK kinase activity assay. inhibition, %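 (tested at 7 µM)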. actives 0.84% (n = 97,000). AID 727, 2007; in the data active means inhibition above about 19%;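 further: 0% = DMSO and 100% = reference compound high control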
EphB4 antag: EphB4-ephrin-B2 interaction antagonists, primary screen, biochemical, TNYL-RAW peptide probe, fluorescence polarization | EphB4 LBD / TNYL-RAW-Alexa532 peptide | Ephrin type-B receptor 4 (Homo sapiens), P54760 | actives 0.15% (n = 97,000) | inhibition, % at 7 µM;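 active means inhibition above the screen-wide mean inhibition plus 3 SD, cut at about 15% in these data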;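 further: 0% = DMSO wells and 100% = excess unlabeled TNYL-RAW peptide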
Rev-RRE block: HIV-1 Rev-RRE binding inhibitors, primary screen, biochemical, FRET, protein-RNA interaction | Rev peptide-RRE RNA binding | inhibition, % at 8 µM | P05866 | actives 0.79% (n = 97,000) | AID 704, 2007;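 active means inhibition above the screen-wide mean plus 3 SD, cut at about 35% in these data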;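 further: 0% = median DMSO wells and 100% = median Neomycin B control wells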
Target sequence (P05866 whole entry, looked up): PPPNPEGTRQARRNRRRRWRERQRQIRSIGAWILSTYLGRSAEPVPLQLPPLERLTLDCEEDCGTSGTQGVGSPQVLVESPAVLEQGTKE
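Assay system: labelled RRE RNA duplex and labelled Rev peptide / Medium: HEPES pH 7.5 salt buffer with EDTA / Reagent: labelled Rev peptide / Schedule: 5 + 15 min at 25 °C / Signal: FRET, excitation 480 nm, emission 540 nm donor and 671 nm acceptor / Benchmarks: DMSO and neomycin B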
S1P2 ag: S1P2 receptor agonists, primary screen, cell-based. activation, % at 4.5 µM. S1P2-expressing cell line, agonist reporter read-out. Sphingosine 1-phosphate receptor 2 (Homo sapiens), O95136. actives 0.46% (n = 97,000). AID 729, 2007; in the data active means activation above about 16%;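 further: 0% = vehicle low control and 100% = maximal reference agonist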
* marks the source's active call; other numbers are inactive results; · = no result given. Unless noted, no stated cut-off is given here; in the data, active means inhibition above about 30%; inactive means the rest.

SMILES,S1P2 antag,PostGolgi ctrl,FAK inh,PostGolgi yeast,S1P2 ag,LYP inh 2,Rev-RRE block,EphB4 antag,LYP act
O=C(COc1ncnc2sccc12)N1CCc2ccccc2C1,16,-1,6,4,-8,5,10,3,-2
CC(C)(C)c1ccc(-c2cc(N)n[nH]2)cc1,-8,8,-1,2,-1,-6,10,2,3
Cc1cc(S(=O)(=O)NCC(C)C)ccc1OCC(=O)N1CCOCC1,4,12,-1,-2,-1,-6,4,0,4
C=CCON1C(=O)c2ccccc2C1=O,-1,2,-1,2,-6,7,2,-2,-6
COc1ccccc1CNC(=O)CCNS(=O)(=O)c1cccc2nsnc12,4,5,0,-4,-4,5,3,1,-6
COC(=O)c1ccc(S(=O)(=O)N2C3CCC2CC(NC(=O)NC2CCCCC2)C3)cc1 (stereo not drawn),1,-2,-1,1,-7,2,2,1,-1
COCCNC(=O)c1ccc2snnc2c1,-18,12,-1,4,-2,5,9,-2,-2
N#CC1=C(N)N=C(SCc2ccccc2)C(C(N)=O)C12CCCCC2 (stereo not drawn),7,-3,0,-2,-3,7,0,-2,-4
CCn1c(=O)cc(SCC(=O)NCCCN2CCN(c3ccccc3F)CC2)c2ccccc21,-9,2,-9,9,-6,6,12,-9,-5
CCCc1cc(C(=O)NCc2cccs2)no1,13,0,-12,-9,-2,2,5,1,-2
O=C(c1cc(-c2ccc(Cl)cc2)n(-c2ccc(Cl)cc2)n1)N1CCOCC1,18,38*,4,9,-6,0,1,3,4
COc1ccc(OC)c(-n2c(=S)[nH]c3cc(C(=O)N4CCC(C(N)=O)CC4)ccc3c2=O)c1,22,-6,8,17,1,-13,4,9,10
CSc1ccccc1C(=O)Nc1ncc(C)s1,-5,0,1,-3,-6,-4,5,1,5
CC(C)OC(=O)c1cc(NC(=O)C2C3CCC(O3)C2C(=O)O)cc(C(=O)OC(C)C)c1 (stereo not drawn),1,26,5,1,-4,-2,7,7,0
CC(C)C1NC2(C(=O)c3ccccc3C2=O)C2C(=O)N(c3ccc(F)cc3)C(=O)C12 (stereo not drawn),0,2,-3,7,-2,-2,5,5,-1
CCOC(=O)c1nnc(-c2ccc(C)cc2)nc1Sc1cccc(Cl)c1,-4,-2,2,-4,-7,-6,12,1,6
COc1cccc2cc(C(=O)N(Cc3ccccc3)CC3CCCO3)c(=O)oc12 (stereo not drawn),-7,·,-3,·,-4,6,2,-1,-5
CCN(CC)S(=O)(=O)c1ccc2[nH]cc(C(=O)NCCc3ccc(OC)c(OC)c3)c(=O)c2c1,-18,5,-1,-1,-1,-23,3,3,19
CCCCc1ccc(Nc2nc(CCC)cc(=O)[nH]2)cc1,5,52*,7,6,-6,18,28,1,-14
N=c1c2c3c(sc2ncn1CCN1CCOCC1)CCCC3,-12,1,-9,-1,1,-3,3,-3,0

Whole records, quoted from the list:
COc1ccc(OC)c(-n2c(=S)[nH]c3cc(C(=O)N4CCC(C(N)=O)CC4)ccc3c2=O)c1 in the list: S1P2 antag: 22; PostGolgi ctrl: -6; FAK inh: 8; PostGolgi yeast: 17; S1P2 ag: 1; LYP inh 2: -13; Rev-RRE block: 4; EphB4 antag: 9; LYP act: 10
CSc1ccccc1C(=O)Nc1ncc(C)s1 in the list: S1P2 antag: -5; PostGolgi ctrl: 0; FAK inh: 1; PostGolgi yeast: -3; S1P2 ag: -6; LYP inh 2: -4; Rev-RRE block: 5; EphB4 antag: 1; LYP act: 5

Continued:
SMILES,S1P2 antag,PostGolgi ctrl,FAK inh,PostGolgi yeast,S1P2 ag,LYP inh 2,Rev-RRE block,EphB4 antag,LYP act
Cc1ccc(S(=O)(=O)NCCNc2ccc([N+](=O)[O-])cc2C(F)(F)F)cc1,9,40*,10,-1,-3,2,16,1,-3
Fc1c(F)c(C(F)(F)F)c(F)c(F)c1N/N=C\c1cccs1,5,12,-1,1,0,10,18,5,-9
Cc1ccc(S(=O)(=O)N2CN(Cc3ccco3)c3nc4ccccc4nc32)cc1C,-2,32*,3,-1,-5,10,15,2,-8
Cc1ccc2nc(NC(=O)CSCC(=O)OCC(=O)c3ccc(Br)cc3)sc2c1,9,4,-2,0,-6,9,1,0,-7
COC(=O)c1ccc(CC(=O)c2ccc(O)cc2O)o1,-4,-1,-10,-4,-7,-6,25,-6,5
O=C1CC(c2ccccc2)n2nc(NC(=O)c3cccnc3)nc2N1 (stereo not drawn),21,-2,-11,-7,-2,2,9,5,-5
O=C(NCc1ccccn1)c1cc(S(=O)(=O)N2CCN(c3ccccc3)CC2)ccc1Cl,21,4,-2,17,-3,11,10,-2,-14
Oc1ccc(-c2onc3ccc(Cl)cc23)cc1,12,4,6,-1,-5,-18,48*,6,13
COc1cccc(-c2cc(C(=O)N3CCCCC3C)no2)c1 (stereo not drawn),5,15,4,4,-5,4,7,1,-5
COc1ccc(OC)c(NC(=O)CS(=O)(=O)Cc2nc(-c3ccccc3C)oc2C)c1,5,23,4,-1,-5,8,12,-4,-10
CCCn1nnc(NC(=O)c2ccc(-c3ccccc3)cc2)n1,-4,6,-4,-1,-5,4,5,3,0
O=C(Nc1ccccc1C(=O)N1CCOCC1)c1ccco1,-3,3,0,3,0,4,-1,-5,-4
COc1ccc(N2CCN(Cc3nc4c(c(=O)[nH]c(=O)n4C)n3CC(C)=O)CC2)cc1,7,1,-5,6,-3,-8,0,-10,6
O=C(Cn1nnc(-c2cccs2)n1)OC1CCCCC1,1,2,2,-4,-6,8,8,5,-4
Cc1ccc(S(=O)(=O)N2CCC(C(=O)N3CCC[C@H]3C(=O)NC3CCS(=O)(=O)C3)CC2)cc1 (stereo partly drawn),-11,-4,1,-1,-6,-6,2,1,3
COc1ccc2oc(=O)cc(C)c2c1,32,-8,4,5,-4,9,9,7,-10
CCOC(=O)C1CCCN(Cc2nc(N)nc(Nc3ccc(Cl)cc3)n2)C1 (stereo not drawn),-14,23,-1,-18,-3,-8,4,-4,3
Cc1cc2c(C)cc(=O)oc2c2c1NCCC2,-23,10,4,-5,15,-11,3,-2,11
C=CCn1c(C(C)NC(=O)c2ccccc2)n[nH]c1=S (stereo not drawn),12,6,-11,-4,-3,-8,4,4,11
C=CCOc1c(CNc2ccc(S(N)(=O)=O)cc2)cccc1OC,-4,·,1,·,-6,-4,2,0,4
O=C(NNS(=O)(=O)c1cc(Cl)cc(Cl)c1)c1sccc1-n1cccc1,18,7,-8,-4,-3,0,4,-1,2
Cc1cc(C(=O)OCC(=O)N2CC(C)CC(C)C2)c(C)o1 (stereo not drawn),6,4,1,-8,1,9,-2,-5,-12
Cn1c(=O)c2cn3c(c2n(C)c1=O)C(c1ccccc1)CC(c1ccccc1)=N3 (stereo not drawn),12,9,5,-3,-6,-4,4,-6,2
Cc1nc(NS(=O)(=O)c2cccs2)c2c3c(sc2n1)CCC3,-1,29,-5,-3,-2,-5,4,-7,3
CC(Sc1ccccc1)C(=O)Nc1ccccc1C(=O)N1CCOCC1 (stereo not drawn),14,16,-3,-2,-6,-7,9,5,11
O=[N+]([O-])c1ccc(CSc2nc3ccccc3o2)cc1,-5,7,2,1,-1,0,9,1,3
O=C(c1ccc(N2CCOCC2)nc1)N1CCOCC1,4,19,-2,-2,-3,-10,10,-1,10
O=C1CNC(=O)/C1=C\N1CCN(C(c2ccccc2)c2ccccc2)CC1,-1,12,-3,8,-8,11,2,1,-13
O=C(Cc1ccc(Br)cc1)N1CCN(c2ccccc2O)CC1,-5,21,-1,-4,0,5,6,8,-3
Cc1cccc(Cn2c(N3CCc4ccccc4C3)nc3c2c(=O)[nH]c(=O)n3C)c1,-27,10,-2,2,2,12,7,-2,-11
COc1cc(/C=N\NC(=O)c2sc(N)nc2C)cc(OC)c1OC,-33,12,5,-4,2,-12,-2,-14,14
COc1ccc(C2c3c(oc4ccccc4c3=O)C(=O)N2Cc2ccncc2)cc1 (stereo not drawn),5,-8,3,-2,-5,5,6,1,-1
CCC(OC(=O)c1cc2sccc2n1C)C(=O)NCc1ccco1 (stereo not drawn),14,99*,4,103*,-3,5,11,2,-5
O=C(COc1ccc(Cl)cc1)Nc1nnc(-c2ccc3c(c2)CCCC3)o1,-13,14,1,12,-3,6,9,-6,-10
CS(=O)(=O)N(CC(=O)NC1CCCCCC1)Cc1ccccc1,-4,24,-2,4,2,-16,-1,1,10
Clc1ccc(-n2ncc3c(NCCCn4ccnc4)ncnc32)cc1,-29,20,-2,1,-3,4,4,-2,-2
COc1ccc2nc(SCC(=O)N3CCN(c4ccccc4F)CC3)c(C#N)cc2c1,-3,·,1,·,-5,-10,10,5,6
CC1Cc2ccccc2N1C(=O)CCN1C(=O)C2C3C=CC(C3)C2C1=O (stereo not drawn),-9,14,-12,-5,-3,-2,1,-9,1
O=P(O)(O)c1ccccc1OCc1ccccc1,-2,0,84*,-6,-6,-8,2,10,5
Cc1cc(C)nc(SCC(=O)N/N=C/c2cccn2-c2ccc(O)cc2)n1,-8,1,0,17,-3,-17,1,-3,18
CCOc1ccc(N2C(=O)CC(Sc3nc(C)cc(C)n3)C2=O)cc1 (stereo not drawn),13,1,0,-9,-3,1,4,9,-4
O=C(c1nn(Cc2ccccc2)c(=O)c2ccccc12)N1CCN(c2ccccn2)CC1,-5,18,3,14,-15,-4,1,0,2
O=C(COc1ccc(/C=N/NC(=O)c2ccccc2)cc1)Nc1ccc([N+](=O)[O-])cc1,2,34*,0,-6,-6,-1,6,6,4
